NCI-60 one-dose screen, 48 h, at 10 µM unless noted. Numbers give growth in % (100 = growth as untreated, 0 = no growth, -100 = all killed).
BT-549: BT-549 breast cancer | actives 4.4% (n = 78,000) | AID 1794793
HS 578T: HS 578T breast cancer; actives 4.1% (n = 78,000); AID 1794788
MCF7: MCF7 breast cancer; actives 6.3% (n = 82,000); AID 1794796
LOX IMVI: LOX IMVI melanoma; actives 7.4% (n = 79,000); AID 1794757
SK-MEL-28: SK-MEL-28 melanoma; actives 4.1% (n = 81,000)
T-47D: T-47D breast cancer; actives 5% (n = 79,000)
MDA-MB-231: MDA-MB-231 breast cancer. AID 1794789. actives 5% (n = 81,000)
MDA-MB-468: MDA-MB-468 breast cancer; actives 8.5% (n = 78,000); AID 2202374
* = called active by the depositor; · = not tested or not shown; [ ] = remark or other dose. Rule for the calls: active = growth percent below 10; inactive = the rest.

Each structure is followed by: BT-549 | HS 578T | MCF7 | LOX IMVI | SK-MEL-28 | T-47D | MDA-MB-231 | MDA-MB-468
- O=C(Nc1cccc(Cl)c1)ON1CCCCC1
→ 110 | 115 | 97 | 100 | 109 | 96 | 113 | 104
- NS(=O)(=O)c1ccc(NC(=S)NC(=O)c2ccco2)cc1
→ 71 | 114 | 97 | 94 | 127 | 112 | 117 | 93
- Oc1ccccc1Nc1ccccn1
→ 96 | 94 | · | 92 | 110 | 97 | 87 | 94
- COC(=O)c1ccc(OC)cc1
→ 124 | 100 | 106 | 91 | 102 | 103 | 109 | ·
- CCOC(=O)C(CC(C)=O)c1ccccc1 (stereo not drawn)
→ 108 | 100 | 106 | 97 | 112 | 100 | 95 | 104
- CN(C)Cc1cc(Cl)cc(Cc2cc(Cl)cc(CN(C)C)c2O)c1O
→ · | 70 | 73 | 68 | 44 | 81 | 48 | 48
- CCCCOB(OCCCC)c1cccc(B(OCCCC)OCCCC)c1
→ 95 | 89 | 91 | 101 | 103 | 103 | 92 | 109
- CCOC(=O)c1ccccc1NC(=O)CNCC(C)C
→ 102 | 91 | 93 | 92 | 109 | 106 | 104 | 107
- CC/C(=C(\CC)c1ccc(OCCN(CC)CC)cc1)c1ccc(OCCN(CC)CC)cc1
→ · | · | 30 | -5.8* | -41* | 12 | 5.1* | 0.4*
- Cn1cc(-c2cc(N)n3nc(-c4c[nH]c5ccccc45)cc3n2)c2cc(F)ccc21
→ 98 | 79 | -7.6* | -81* | 78 | 16 | -52* | 8.2*

Laid out differently: results already given
molecule | BT-549 | HS 578T | MCF7 | LOX IMVI | SK-MEL-28 | T-47D | MDA-MB-231 | MDA-MB-468
COC(=O)c1ccc(OC)cc1 | 124 | 100 | 106 | 91 | 102 | 103 | 109 | ·
CCOC(=O)C(CC(C)=O)c1ccccc1 (stereo not drawn) | 108 | 100 | 106 | 97 | 112 | 100 | 95 | 104

Other entries
Each structure is followed by: BT-549 | HS 578T | MCF7 | LOX IMVI | SK-MEL-28 | T-47D | MDA-MB-231 | MDA-MB-468
- Nc1nc2cc(Cl)c(Cl)cc2n2cc3ccccc3c12
→ 78 | · | 49 | 52 | 103 | 69 | 80 | 44
- O=C(O)c1ccc[nH]1
→ 106 | 102 | 114 | 102 | 104 | 109 | 121 | 96
- CC(=O)N(CCC(C)C)c1ccccc1
→ 102 | 100 | 97 | 104 | 104 | 106 | 110 | 98
- NC(N)=NCCCCNC(=O)C1=NOC2(C=C(Br)C(=O)C(Br)=C2)C1
→ 107 | 112 | 98 | 102 | 110 | 107 | 110 | 111
- Cc1ccc(-c2nc(N3CCNCC3)c3oc(-c4ccccc4)nc3n2)cc1
→ 85 | -7.7* | -75* | -89* | -81* | -58* | -79* | -31*
- Cc1ccc2nc(-c3ccc(-c4nnc(SCC(=O)Nc5ccccc5)o4)cc3)[nH]c2c1
→ 106 | 103 | 84 | 94 | 94 | 84 | 96 | 103
- Ic1cccnc1
→ 108 | 102 | 100 | 100 | 112 | 126 | 96 | 107
- CC(C)Cc1cc(CN(C)CC(=O)NCCc2ccccc2)nn1-c1ccccc1
→ 105 | 95 | 104 | 98 | 113 | 88 | 98 | 86
- COc1cc(Cl)cc(-c2nn(-c3cccc(NC(=O)Nc4cc(C(F)(F)F)cc(C(F)(F)F)c4)c3)cc2-c2ccncc2)c1
→ 6.6* | 5.8* | 3.8* | -24* | 6.6* | 6.6* | -75* | -2.9*
- CC(C)OC(=O)c1ccc(NC(=O)CN2CCOCC2)cc1
→ 90 | 99 | 91 | 93 | 102 | 92 | 110 | 108
- C1=Cc2ccccc2N(c2nnc(-c3ccccc3)o2)c2ccccc21
→ · | 102 | 88 | 80 | 98 | 100 | 86 | 99
- COc1ccc(C2N(c3ccc(O)cc3)N=C(C(C)=O)N2[C@@H]2[C@@H](OC(C)=O)O[C@@H](COC(C)=O)[C@H](OC(C)=O)[C@H]2OC(C)=O)cc1 (stereo partly drawn)
→ 107 | 93 | 95 | 91 | 101 | 98 | 105 | 94
- O=C(CSc1nc2ccccc2c(=O)n1-c1ccc(S(=O)(=O)Nc2ccc(Cl)nn2)cc1)NCCc1ccccc1
→ 90 | 77 | 76 | 86 | 107 | 73 | 80 | 90
- O=C(CSCc1ccc([N+](=O)[O-])cc1)c1ccc(Br)cc1
→ 94 | 95 | 86 | 98 | 104 | 90 | 104 | 91
- CCc1cc(C)cc(O)c1
→ · | 110 | 98 | 105 | 111 | 102 | 112 | 95
- COc1ccc(Oc2c(I)cc(CC(NC(C)=O)C(=O)O)cc2I)cc1 (stereo not drawn)
→ 65 | 96 | 89 | 70 | 103 | 74 | 79 | 76
- CC(=O)OCC1(C)OC(=O)N(c2ccccc2)C1=O (stereo not drawn)
→ 103 | 104 | 93 | 103 | 104 | 94 | 110 | 91
- CSc1nc2c(c(=O)[nH]1)C(c1ccc(Cl)cc1)C1=C(N2)/C(=C/c2ccc(Cl)cc2)CCC1 (stereo not drawn)
→ 95 | 104 | 73 | · | 97 | 88 | 84 | 98
- Cc1ccc2nc(NC(=O)CSc3nc(NN=Cc4ccccc4)c(C#N)c(-c4ccccc4)n3)sc2c1
→ 95 | 89 | 84 | 98 | 101 | 75 | 87 | 94
- Cc1ccc(/C=C2/SC(=S)N(CC(=O)Nc3ncc(Cc4ccc(Cl)cc4)s3)C2=O)cc1
→ 105 | 91 | 96 | 96 | 103 | 99 | 97 | 103

A different layout for some results above:
O=C(CSCc1ccc([N+](=O)[O-])cc1)c1ccc(Br)cc1
  BT-549: 94 | HS 578T: 95 | MCF7: 86 | LOX IMVI: 98 | SK-MEL-28: 104 | T-47D: 90 | MDA-MB-231: 104 | MDA-MB-468: 91
CCc1cc(C)cc(O)c1
  BT-549: · | HS 578T: 110 | MCF7: 98 | LOX IMVI: 105 | SK-MEL-28: 111 | T-47D: 102 | MDA-MB-231: 112 | MDA-MB-468: 95
COc1ccc(Oc2c(I)cc(CC(NC(C)=O)C(=O)O)cc2I)cc1 (stereo not drawn)
  BT-549: 65 | HS 578T: 96 | MCF7: 89 | LOX IMVI: 70 | SK-MEL-28: 103 | T-47D: 74 | MDA-MB-231: 79 | MDA-MB-468: 76
CC(=O)OCC1(C)OC(=O)N(c2ccccc2)C1=O (stereo not drawn)
  BT-549: 103 | HS 578T: 104 | MCF7: 93 | LOX IMVI: 103 | SK-MEL-28: 104 | T-47D: 94 | MDA-MB-231: 110 | MDA-MB-468: 91

Remaining list, next part:
Each structure is followed by: BT-549 | HS 578T | MCF7 | LOX IMVI | SK-MEL-28 | T-47D | MDA-MB-231 | MDA-MB-468
- O=C(C(=Cc1ccc(F)cc1)C(=O)c1ccccc1)c1ccccc1
→ 115 | 103 | 68 | 75 | 97 | 104 | 93 | 96
- CC(C)C1=NOC(=O)C1=Cc1cn(-c2ccccc2)nc1-c1ccccc1
→ 114 | 64 | · | 18 | 95 | 76 | 97 | 97
- COc1ccc(OC)c2c1[nH]c(=O)c1c3ncccc3cn21
→ 87 | 69 | 9.0* | 8.6* | 64 | 39 | 41 | 12
- CCOC(=O)c1sc2nc(-c3cccc(O)c3)nc(N3CCOCC3)c2c1C
→ 53 | 16 | 56 | 57 | 64 | 5.3* | 48 | 48
- Fc1ccccc1-c1nc(-c2nc3cc(Cl)c(Cl)cc3[nH]2)c2ccccn12
→ 89 | 44 | 41 | 80 | 84 | 31 | 91 | 63
- COc1ccc(N2CCN(C(=O)Cc3ccc(NS(=O)(=O)c4ccccc4)cc3)CC2)cc1
→ 93 | 97 | 91 | 90 | 102 | 99 | 87 | 88
- CN1C(=O)N(C)C2SC(N/N=C/c3ccccc3)=NC21 (stereo not drawn)
→ 59 | 66 | 41 | 63 | 75 | 70 | 56 | 10*
- COc1cccc(Nc2sc(C(=O)c3cc4cc(Cl)ccc4o3)c(N)c2C#N)c1
→ 95 | 100 | 83 | 103 | 111 | 97 | 81 | 105
- CCOC(=O)C1CCC(OC(C)=O)C(OC2CC(C(=O)OCC)CCC2OC(C)=O)C1 (stereo not drawn)
→ 114 | 98 | 103 | 99 | 100 | 113 | 117 | 103
- Cc1ccc(-c2noc(C)n2)cc1
→ 99 | 107 | 96 | 100 | 110 | 104 | 111 | 101
- O=C(NCC1CC1)NC(=O)c1ccccc1F
→ 109 | 118 | 104 | 100 | 112 | · | 105 | 92
- COc1ccc2nc(Cl)c(C3C(C(N)=O)=C(N)Oc4n[nH]c(C)c43)cc2c1 (stereo not drawn)
→ 105 | 115 | 96 | 99 | 100 | 86 | 114 | 91
- CCc1ccccc1-n1c(-c2ccc(O)cc2)cc(-c2ccc(Cl)cc2)c(C#N)c1=O
→ 100 | 111 | 88 | 92 | 92 | 72 | 99 | 96
- O=C(n1ccc2cc(OS(=O)(=O)c3ccc(C(F)(F)F)cc3)ccc21)C12CC3CC(CC(C3)C1)C2
→ 97 | 89 | 110 | 95 | 100 | · | 104 | 85
- O=C(CCC(=O)c1nc2ncccc2[nH]1)NN1C(=O)CSC1c1cccc([N+](=O)[O-])c1 (stereo not drawn)
→ 125 | 97 | 94 | 94 | 109 | 99 | 106 | 104
- O=C(O)CCCN1C(=O)/C(=C/c2ccc(O)c(O)c2)SC1=S
→ 113 | 103 | 96 | 108 | 96 | 97 | 98 | 107
- Cc1ccc(C(C)C)c(OCCOCCCl)c1
→ 102 | · | 97 | 98 | 100 | 94 | 104 | 102
- O=C(/C=C/c1ccc2nc(-c3cc(F)cc(F)c3)sc2c1)c1cc(F)cc(F)c1
→ 113 | 115 | 100 | 92 | 113 | 107 | 91 | 102
- COc1ccc(CCNC(=O)C(=O)[C@H](Cc2ccccc2)NC(=O)c2oc3cc(OC)c(O)cc3c(=O)c2C)cc1
→ 120 | 101 | 84 | 79 | 108 | 86 | 97 | 89
- C=CCc1c(O)c(C(=O)/C=C/c2ccc(Cl)cc2)c(OC)c2ccoc12
→ 48 | 81 | 21 | 35 | 64 | 40 | 49 | 20
- O=c1ccc(=O)n(-c2nc(-c3ccc(-c4csc(-n5[nH]c(=O)ccc5=O)n4)cc3)cs2)[nH]1
→ 97 | 97 | 95 | 101 | 114 | 96 | 95 | 104
- CC(=O)c1ccc(NC(=O)CNNc2nc3ccccc3c(=O)n2-c2ccccc2)cc1
→ 88 | 83 | 92 | 90 | 106 | 89 | 88 | 101
- CC(=O)Nc1ccc2c(c1)C(N1CC3CCC(CC3)C1)c1ccccc1-2 (stereo not drawn)
→ 126 | 83 | 97 | 93 | 108 | 67 | 92 | 94
- O=C(O)c1ccc(-c2ccccc2)cc1
→ 130 | 101 | 104 | 96 | 124 | 108 | 98 | 112
- COc1cc2oc3cc(=O)cc4oc(-c5ccccc5)cc(c2c2c1CCC(c1ccccc1)O2)c43 (stereo not drawn)
→ 79 | 66 | 30 | 57 | 90 | 56 | 76 | 62
- O=C(/C=C(O)/C=C/c1ccc(F)c(F)c1F)/C=C/c1ccc(F)c(F)c1F
→ 107 | 104 | 92 | 95 | 102 | 98 | 96 | 108
- COc1cc(C(=O)c2sc3nc4c(cc3c2N)CCCC4)cc(OC)c1OC
→ · | 104 | 102 | 94 | 106 | · | 107 | 102
- Cc1nc2cc(Nc3nc(N4CCOCC4)nc(N4CCN(C)CC4)n3)ccc2n1Cc1ccccc1
→ 103 | 108 | 99 | 97 | 106 | 100 | 100 | 111
- O=C(Nc1cccc2c1CCCC2)c1cc2c([nH]c1=O)CCCC2
→ 100[500 µM] | 88[500 µM] | 89[500 µM] | 95[500 µM] | · | 97[500 µM] | 92[500 µM] | 111[500 µM]
- COc1cc(C(=O)NC2CC(C)CC(C)(C)C2)cc(OC)c1OC (stereo not drawn)
→ 110 | 101 | 95 | 100 | 101 | 98 | 113 | 100
- Oc1ccc(O)c(/C=N/NC(=S)NC2CC3CC2C2C=CCC32)c1 (stereo not drawn)
→ 76 | 103 | 83 | 47 | 79 | 70 | 75 | 65
- COc1ccc(CNC(=O)C2CCN(c3nc(C(F)(F)F)ccc3C#N)CC2)cc1
→ 92 | 102 | 96 | 103 | 109 | 82 | 96 | 87
- COc1ccc2nc(NC(=O)CSc3nnc(-c4cccnc4Nc4cc(OC)c(OC)c(OC)c4)n3-c3ccccc3)sc2c1
→ 94 | 100 | 95 | 97 | 103 | 89 | 99 | 103
- Oc1c(I)cc(I)cc1CNCCCN(Cc1ccccn1)Cc1ccccn1
→ -73* | -22* | -56* | -92* | -34* | -57* | -66* | -56*
- COc1cc(Cn2cc(C#N)c(N)c2C(=O)c2ccc(Br)cc2)cc(OC)c1OC
→ 108 | 100 | 95 | 93 | 104 | 98 | 97 | 93
- Clc1ccc2c(c1)nnc1c3cccnc3[nH]c21
→ 120 | 120 | 58 | 102 | 107 | 86 | 103 | 73
- CC1(C)CC(=O)c2c(nn(-c3ccc(Br)cc3)c2-c2cn(-c3ccccc3)nc2-c2ccc(Cl)cc2)C1
→ 105 | 114 | 73 | 92 | 104 | 82 | 87 | 104
- CC(=O)OC1CCC(C2CCCCC2)CC1 (stereo not drawn)
→ 118 | 112 | 104 | 101 | 104 | 104 | 105 | 104
- Cc1cn(C2CCCCO2)c(=O)[nH]c1=O (stereo not drawn)
→ 112 | 111 | 94 | 97 | 110 | 112 | 95 | 111
- CC(C)C[C@H](N)C(=O)N[S@](=O)c1cccc(Cl)c1
→ 126 | 110 | 96 | 99 | 111 | 98 | 102 | 105
- O=C(O)c1c[nH]c(=O)[nH]c1=O
→ 102 | 119 | 101 | 102 | 108 | 98 | 106 | 115
- CN(C)c1ccc(C2CC(n3nnnc3-c3ccccc3)=NN2)cc1 (stereo not drawn)
→ 98 | 111 | 100 | 97 | 105 | 101 | 98 | 112
- Cn1c(=O)c2c(nc(CCCc3nc4c(c(=O)n(C)c(=O)n4C)n3C)n2C)n(C)c1=O
→ · | 92 | 89 | 91 | 102 | 90 | 99 | 88
- CCOc1ccc(/C=C2\N=C(C)N(CCc3ccc(S(N)(=O)=O)cc3)C2=O)cc1
→ 95 | 110 | 91 | 93 | 106 | 107 | 98 | 94
- Nc1ccc(SCC(=O)O)cc1
→ 93 | 107 | 93 | 88 | 105 | 101 | 98 | 106

Screening results from PubChem.
